GPR151 ag: activates the human receptor GPR151. Q8TDV0. PathHunter beta-arrestin GPR151 cells, luminescence. activation, % at 11.2 µM. 650,000 tested, 1% active; in the data active = activation above about 4.9%;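 also: 0% = median of compound wells and 100% = cells with positive control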
FBW7 act: activators of human E3 ligase FBW7; Q969H0; 650,000 tested, 0.13% active; AlphaScreen FBW7–phospho-cyclin E peptide binding, activator screen; normalized activity (activation), % at 26.1 µM; in the data active = normalized activity above about 1.9%;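 also: purified mutant Fbw7 with reduced substrate affinity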
Target sequence (Q969H0 whole entry, looked up): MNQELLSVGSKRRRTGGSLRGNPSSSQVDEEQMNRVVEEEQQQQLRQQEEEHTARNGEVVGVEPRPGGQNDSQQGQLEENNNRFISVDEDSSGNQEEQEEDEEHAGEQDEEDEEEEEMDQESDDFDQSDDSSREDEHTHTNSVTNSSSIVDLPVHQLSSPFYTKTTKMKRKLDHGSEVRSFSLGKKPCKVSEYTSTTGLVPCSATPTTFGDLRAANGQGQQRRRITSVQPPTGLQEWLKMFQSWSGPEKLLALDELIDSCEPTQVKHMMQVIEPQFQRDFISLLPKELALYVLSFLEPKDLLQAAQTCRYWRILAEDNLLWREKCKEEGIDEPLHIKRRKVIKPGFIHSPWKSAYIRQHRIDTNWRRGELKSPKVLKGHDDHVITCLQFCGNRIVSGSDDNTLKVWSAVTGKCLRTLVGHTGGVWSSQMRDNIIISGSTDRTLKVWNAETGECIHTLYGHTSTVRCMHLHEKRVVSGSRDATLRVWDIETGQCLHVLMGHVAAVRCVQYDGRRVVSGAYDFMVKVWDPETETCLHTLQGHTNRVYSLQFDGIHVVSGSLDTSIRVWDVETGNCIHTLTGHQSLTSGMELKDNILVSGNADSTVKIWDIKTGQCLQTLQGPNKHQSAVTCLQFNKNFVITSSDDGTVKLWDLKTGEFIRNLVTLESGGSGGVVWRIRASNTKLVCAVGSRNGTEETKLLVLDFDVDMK
MITF primary: blocks human microphthalmia-associated transcription factor; 650,000 tested, 0.91% active; inhibition, % at 2.6 µM; AlphaScreen MITF homodimerization, bead proximity signal; O75030; in the data active = inhibition above about 50%;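 also: 0% = vehicle wells with protein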
TEAD-YAP inh: TEAD-YAP interaction inhibition; HEK-TIYL cells, TEAD-Gal4/YAP UAS-luciferase luminescence; inhibition, % at 9.12 µM; 640,000 tested, 1.4% active; in the data active = inhibition above about 32%;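 also: 0% = median of test compound wells and 100% = reference inhibitor wells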
Starred values were filed as active, the others as inactive; / = not tested or not shown; & = joins results of further samples.

SMILES | GPR151 ag | FBW7 act | MITF primary | TEAD-YAP inh
COC(=O)c1ccc(NC(=O)CC2C(=O)N(c3ccc(C)cc3)C(=O)N2C2CC2)cc1 (stereo not drawn) | -0.7 | -0.1 | -1 | -18
COc1cc(OC)c2c(=O)cc(-c3ccccc3)oc2c1 | -7.6 | 0.5 | -4 | -67
CCOc1ccccc1NC(=O)CN1C(=O)c2ccccc2C1=O | 2.9 | 0.1 | 1 | 5
Cc1cc(C)nc(SCC(=O)Nc2nnc(SCc3ccccc3)s2)n1 | 0.7 | 0.4 | 17 | 9
Cc1ccc2nc(C3CCN(C(=O)C4CC4)CC3)[nH]c2c1 | 3.0 | -0.2 | -7 | 3
CCC(=O)Nc1cccc(NC(=O)CC(C)C)c1 | -1.1 | 0.3 | -1 | 7
Cc1ccc(C)c(NC(=O)CCN2CCN(Cc3ccccc3)CC2)c1 | -1.0 | 0.4 | 16 | 10
C[C@@H](Cn1nnc2ccccc21)NC(=O)Cc1n[nH]c(=O)c2ccccc12 | -0.4 | 0.1 | 14 | -5
COc1cccc(/C=N/NC(=O)C(=O)Nc2ccc(F)cc2)c1OC | 1.2 | 0.0 | 16 | 4
COCCn1c(C)cc(C(=O)COC(=O)c2cc(-c3ccco3)nc3ccccc23)c1C | 0.2 | 0.0 | 12 | 12
N#Cc1c(N)nc2c(c1-c1ccc(Br)s1)CCCC2 | 0.2 | 0.0 | -12 | -3
O=C(N/N=C/c1cc([N+](=O)[O-])ccc1O)NC12CC3CC(CC(C3)C1)C2 | 1.1 | 0.2 | 21 | 28
O=[N+]([O-])c1cccc(S(=O)(=O)NCC2CC3CCC2C3)c1 (stereo not drawn) | -1.1 | -0.1 | -1 | -8
N#C/C(=C\c1ccc(OCc2ccc(Cl)cc2Cl)cc1)c1nn(-c2ccccc2)c(N)c1C#N | -2.4 | 0.8 | 11 | 7
COC(=O)CCC(=O)Nc1ccc(-c2nc3ccc(C)cc3s2)cc1 | -1.8 | -0.1 | -1 | 72*
O=C(c1ccc2c(=O)n(CC3CCCO3)c(=S)[nH]c2c1)N1CCN(c2ccc(F)cc2)CC1 (stereo not drawn) | -0.3 | -0.2 | -5 | -7
COC(=O)C12CC3CC(CC(NC(=O)c4cc(C)cs4)(C3)C1)C2 | 0.7 | -0.1 | -1 | 3
CC(NC(=O)C1CCCN(c2nc3ccccc3n2C)C1)c1ccccc1 (stereo not drawn) | -0.9 | 0.1 | -3 | -7
CCNC(=O)N1CCc2nc(-c3ccccc3)nc(N3CCCC3)c2C1 | 1.6 | 0.0 | 1 | 5
COc1ccc(C2=NN(C(=O)CSc3nnc(CNC(=O)COc4ccccc4)n3-c3ccccc3)C(c3ccc(F)cc3)C2)cc1 (stereo not drawn) | -0.5 | -0.1 | 6 | -3
COc1cc(-c2nnc(NC(=O)Cc3ccc(C)cc3C)o2)cc(OC)c1OC | -0.8 | 0.1 | 2 | -7
O=C1CCCC(O)=C1C=Nc1ccc(N=CC2=C(O)CCCC2=O)cc1 | 3.5 | -0.1 | 10 | -8
COc1ccc2c(CN3CCCCCCC3)cc(=O)oc2c1 | 2.7 | -0.1 | -10 | -40
CCCCC(=O)Nc1c2c(nn1-c1cccc(C)c1C)CS(=O)C2 (stereo not drawn) | -1.9 | 0.0 | 3 | 5
Cc1ccc(NCC(O)Cn2c3ccccc3c3ccccc32)c(C)c1 (stereo not drawn) | -0.1 | -0.1 | 13 | -2
Remaining list, next part:
SMILES | GPR151 ag | FBW7 act | MITF primary | TEAD-YAP inh
CN1CCN(c2ccc(C3C4=C(CC(C)(C)CC4=O)OC4=C3C(=O)CC(C)(C)C4)cc2[N+](=O)[O-])CC1 | 0.4 | -0.3 | 7 | 11
CC1(c2ccccc2Cl)NC(=O)N(CC(=O)Nc2ccc(N3CCOCC3)cc2)C1=O (stereo not drawn) | -0.5 | 0.0 | 3 | 1
COc1ccc(C(=O)N2CCN(Cc3ccc(OC)c(OC)c3OC)CC2)cc1 | 1.2 | 0.1 | -4 | -1
COC(=O)C1(CO)NC(c2ccccc2C)C2C(=O)N(c3ccccc3)C(=O)C21 (stereo not drawn) | -1.1 | -0.3 | -1 | 0
COc1ccc2oc(=O)c(C(=O)Nc3ccc(NC(C)=O)cc3)cc2c1 | 0.4 | 0.2 | 3 | 3
Clc1c(CN2CCCCC2)nc2ccccn12 | 0.1 | 0.1 | -9 | 1
Cc1ccc(Cl)cc1NC(=O)CCCOc1ccccc1 | -0.7 | 0.3 | 11 | -1
CC(=O)C12c3ccccc3C(c3ccccc31)C1C(=O)N(Cc3ccccc3)C(=O)C12 (stereo not drawn) | 0.7 | 0.0 | 6 | -4
CNC(=O)COC(=O)c1ccc2c(c1Cl)C(=O)c1ccccc1C2=O | -4.4 | -0.1 | -3 | -27
CN1CCN(c2ccnc3c(-c4cccc(Cl)c4)cnn23)CC1 | 0.5 | -0.2 | -20 | -19
COC(=O)c1sc2ccccc2c1NC(=O)c1ccccc1Br | 1.0 | 0.3 | 1 | -8
COc1ccc(CNC(=O)C(=O)Nc2ccc(Br)cc2C)cc1 | -0.4 | 0.1 | 5 | 5
COc1ccc(CCNc2ccnc(Nc3ccccn3)n2)cc1 | 0.8 | 0.2 | 25 | 4
CC(=O)NCCC(=O)N1CCCC(c2nc(C)ncc2-c2cccc(C)c2)C1 (stereo not drawn) | -1.1 | 0.2 | -1 | 3
O=c1cc2c(nn1-c1ccc(F)cc1)c1ccccc1n2Cc1ccccc1 | 0.2 | 0.0 | 5 | 6
CCCNC(=O)C1Sc2nnc(-c3ccccc3)n2NC1c1ccc(C)cc1 (stereo not drawn) | -0.3 | 0.3 | 7 | -5
c1ccc(CN2CCC(Nc3nc4ncnc(NCCN5CCOCC5)c4[nH]3)CC2)cc1 | 0.4 | -0.1 | -5 | -16
CCC(C)NS(=O)(=O)c1c(C)cc(C)cc1C (stereo not drawn) | 2.2 | 0.0 | 4 | 0
C[C@@H]1NC(=O)[C@H]2CN(Cc3ccccc3F)CCN2C1=O | -0.9 | 0.0 | -7 | -4
CCN1C(=O)C(O)(CC(=O)c2ccc(OC)c([N+](=O)[O-])c2)c2ccccc21 (stereo not drawn) | -0.3 | 0.2 | -15 | 6
COc1ccc(Cl)cc1NC(=O)CN(C1CCCCC1)S(C)(=O)=O | -1.9 | 0.7 | 3 | -5
CN(C)c1ccc(/C=C2/C(=O)NC(=O)N(c3cccc(Cl)c3)C2=O)cc1 | -0.7 | -0.3 | 11 | -5
CSCCOC(=O)C1=C(C)NC(=O)NC1c1ccc(O)c([N+](=O)[O-])c1 (stereo not drawn) | 0.3 | -0.1 | -4 | 1
CC(CC(=O)Nc1ccc(F)cc1)S(=O)(=O)c1ccc2c(c1)OCC(=O)N2 (stereo not drawn) | -0.7 | 0.1 | -11 | 5
COc1ccc(C(=O)CC(Nc2ccc(F)cc2)c2ccc(Cl)cc2)cc1 (stereo not drawn) | -1.3 | -0.1 | -2 | -12
Continued:
SMILES | GPR151 ag | FBW7 act | MITF primary | TEAD-YAP inh
CC(=O)NCCc1ccc(S(=O)(=O)N(C)C)cc1 | -0.2 | -0.1 | -3 | 1
COc1ccc(-c2cc(C(F)F)n3ncc(C(=O)Nc4ccc(C(N)=O)cc4)c3n2)cc1 | 0.9 | 0.8 | 18 | -3
O=C(CSc1nnc(NC(=O)C2CC2)s1)NC1CCCCC1 | 0.0 | 0.1 | 8 | 6
CCOc1ccc(-c2c(C(=O)Nc3ccccc3)c(C)nc3sc(C(=O)Nc4ccc(C)c(C)c4)c(N)c23)cc1 | 0.8 | 0.0 | 5 | 1
CC(C)(C)c1cc(NC(=O)c2cccs2)no1 | -5.4 | 0.0 | -2 | 17
S=C(NNC1=NCCCCC1)Nc1ccccc1 | 0.0 | -0.1 | -13 | 6
CCOC(=O)C12CC1/C(=N\O)c1ccccc1O2 (stereo not drawn) | -1.0 | -0.1 | -6 | /
COc1ccccc1CNC(=O)COc1cccc2ccccc12 | 5.6* | 0.1 | 23 | -14
Cc1nn(CC(=O)Nc2sc3c(c2C#N)CCC(C)C3)c(C)c1[N+](=O)[O-] (stereo not drawn) | -0.9 | 0.0 | 0 | -4
CCc1ccccc1NC(=O)Nc1ccc(Cc2ccc(NC(=O)Nc3ccccc3CC)cc2)cc1 | 1.2 | -0.1 | -2 | 7
CC1CCC2C(=O)N(c3cccc4ccccc34)C(=O)C2C1 (stereo not drawn) | -0.9 | 0.0 | 8 | 0
C=CCn1c(SCC(=O)c2cc(C)n(-c3ccccc3F)c2C)nc2sc3c(c2c1=O)CCCC3 | -0.1 | 0.3 | 20 | 4
CC(=O)NCCNC(=O)[C@H](Cc1ccccc1)NC(=O)c1ccco1 | -2.0 | 0.0 | 4 | -1
CCOC(=O)c1c(-c2ccccc2)c2oc3ccccc3c2[nH]c1=O | -0.7&-1.1 | 0.2&0.0 | 5&-24 | 15&0
O=S(=O)(Nc1ccc(I)cc1)c1ccc(Cl)s1 | -0.2 | 0.0 | 42 | 1
Cc1cccc(NC(=O)c2cccc(S(=O)(=O)N3CCOCC3)c2)n1 | 0.9 | -0.2 | -17 | -2
COc1ccc(C(=O)Nc2ccc(Oc3ncnc4sc5c(c34)CCCC5)cc2)cc1OC | 0.1 | 0.0 | -11 | 4
O=C(CNC(=O)c1ccco1)Nc1ccc(F)cc1 | -0.3 | -0.2 | 2 | -9
COC(=O)c1cccc(N2C(=O)/C(=C/c3ccc([N+](=O)[O-])cc3)C=C2c2ccccc2)c1 | -0.8 | 0.3 | 23 | 3
CCOc1ccc(C(=O)Nc2nnn(C)n2)cc1[N+](=O)[O-] | -2.1 | 0.1 | -7 | 8
CC(=O)c1cccc(NC(=O)c2cnn3ccccc23)c1 | -2.8 | -0.1 | 6 | 5
COC(=O)c1c(NC(=O)Cc2cccs2)sc(C(=O)Nc2ccccc2)c1C | -0.1 | 0.0 | 7 | -3
Cc1nc(CN2CCN(C(=O)NC3(c4ccccc4)CC3)CC2)cs1 | 1.4 | -0.2 | -16 | -6
Cc1csc2nc(CCNC(=O)CCC(=O)O)cn12 | 2.5 | -0.1 | -7 | 2
COc1cc(OC)cc(-n2nc(C(=O)N3CCN(Cc4ccccc4)CC3)c3ccccc3c2=O)c1 | 0.1 | -0.2 | 11 | 28
Carrying on.
SMILES | GPR151 ag | FBW7 act | MITF primary | TEAD-YAP inh
CC(=O)N1CCc2cc(Br)cc(S(=O)(=O)N3CCCC(C)C3)c21 (stereo not drawn) | 0.0 | -0.1 | 4 | -3
N#Cc1nc(COc2ccccc2F)oc1NCCc1ccccc1 | -1.1 | 0.2 | 15 | -34
O=C(CN1C2=NCCCN2c2ccccc21)c1ccc(Cl)c(Cl)c1 | -0.5 | 0.7 | 9 | 11
Cc1nc(NCCCCCC(=O)O)c2c3c(sc2n1)CCCC3 | 0.4 | 0.0 | 2 | 2
CN(c1ncnc2sc3c(c12)CCC3)C1CCCCC1 | 1.6 | 0.0 | 3 | 0
CCN1CCN(C(c2cccs2)C(C)NC(=O)Nc2cccc(C)c2)CC1 (stereo not drawn) | 1.7 | 0.2 | -19 | 10
COc1cc(CNc2ccccc2SC)cc(OC)c1OC | 2.3 | -0.2 | 2 | -5
O=C(NCc1cccs1)c1cc2ncc(Br)cn2n1 | 2.6 | 0.1 | -1 | 5
O/N=C/c1ccccc1OCc1ccccc1F | 1.1 | 0.1 | -2 | -19
Cc1ccc(S(=O)(=O)NCC(=O)Nc2ccc(C(N)=O)cc2)cc1 | 2.8 | -0.2 | -10 | 8
CC1(c2ccccc2)CC(C)(C)N(C(=O)CSC#N)c2ccccc21 (stereo not drawn) | 0.1 | 0.2 | -15 | -4
COc1ccc(NC(=O)c2ccc(C)cc2)c[n+]1[O-] | 0.4 | 0.1 | -1 | -11

Single records (already shown):
Results for `O=C(CN1C2=NCCCN2c2ccccc21)c1ccc(Cl)c(Cl)c1` = GPR151 ag: -0.5; FBW7 act: 0.7; MITF primary: 9; TEAD-YAP inh: 11
Results for `CN(c1ncnc2sc3c(c12)CCC3)C1CCCCC1` = GPR151 ag: 1.6; FBW7 act: 0.0; MITF primary: 3; TEAD-YAP inh: 0

Structures from the list above that have a Cl atom:
SMILES | GPR151 ag | FBW7 act | MITF primary | TEAD-YAP inh
N#C/C(=C\c1ccc(OCc2ccc(Cl)cc2Cl)cc1)c1nn(-c2ccccc2)c(N)c1C#N | -2.4 | 0.8 | 11 | 7
CC1(c2ccccc2Cl)NC(=O)N(CC(=O)Nc2ccc(N3CCOCC3)cc2)C1=O (stereo not drawn) | -0.5 | 0.0 | 3 | 1
Clc1c(CN2CCCCC2)nc2ccccn12 | 0.1 | 0.1 | -9 | 1
Cc1ccc(Cl)cc1NC(=O)CCCOc1ccccc1 | -0.7 | 0.3 | 11 | -1
CNC(=O)COC(=O)c1ccc2c(c1Cl)C(=O)c1ccccc1C2=O | -4.4 | -0.1 | -3 | -27
CN1CCN(c2ccnc3c(-c4cccc(Cl)c4)cnn23)CC1 | 0.5 | -0.2 | -20 | -19
COc1ccc(Cl)cc1NC(=O)CN(C1CCCCC1)S(C)(=O)=O | -1.9 | 0.7 | 3 | -5
CN(C)c1ccc(/C=C2/C(=O)NC(=O)N(c3cccc(Cl)c3)C2=O)cc1 | -0.7 | -0.3 | 11 | -5
COc1ccc(C(=O)CC(Nc2ccc(F)cc2)c2ccc(Cl)cc2)cc1 (stereo not drawn) | -1.3 | -0.1 | -2 | -12
O=S(=O)(Nc1ccc(I)cc1)c1ccc(Cl)s1 | -0.2 | 0.0 | 42 | 1
O=C(CN1C2=NCCCN2c2ccccc21)c1ccc(Cl)c(Cl)c1 | -0.5 | 0.7 | 9 | 11
